IL1B NFkB inh: inhibitors of IL-1B driven NFkB p65 nuclear import, primary screen, imaging, HUVEC, IL-1B stimulus, high-content imaging; HUVEC IL-1B NFkB p65 nuclear translocation imaging; inhibition, % at 2 µM; 94,000 compounds, 0.43% hits; AID 796, 2007;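 active = inhibition above about 30% together with a positive call from visual inspection of the well image, limit read from the data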;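 also: nuclear over cytoplasmic p65 intensity ratio measured by imaging; 0% = IL-1B stimulated DMSO wells and 100% = unstimulated DMSO wells; values of inactives mirror those of a sister screen read the other way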
Bcl-B displacement: displacers of TR3 peptide from Bcl-B, primary screen, selectivity assay for Bfl-1 inhibitor project, biochemical, fluorescence polarization. FP displacement of FITC-TR3 peptide from Bcl-B; higher % means a stronger effect. one-dose displacement, % at 20 µM; IC50 in µM for titrated hits. 96,000 compounds, 0.11% hits;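 active = displacement above 50% at 20 µM plus a fluorescence interference ratio under 1.5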;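 also: plate controls were wells without compound for no effect and wells lacking Bcl-B protein for full effect; a part of the inactive calls stands beside numbers as strong as those of hits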
MRP resist rev: reversal of MRP1-mediated doxorubicin resistance, primary screen, H69AR cells, doxorubicin co-treatment; H69AR cells + 2 uM doxorubicin, CellTiter-Glo, 72 h; differential viability (reversal), % at 10 µM; 85,000 compounds, 0.04% hits; AID 602, 2007;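 active = viability drop by adding the cancer drug above about 55%, with treated viability meeting a 40% cutoff, limit read from the data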;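 also: viability without doxorubicin minus viability with 2 µM doxorubicin for each compound; larger differential means the compound sensitizes cells more to doxorubicin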
PLAP inhibition: PLAP enzyme inhibitors, biochemical, luminescence, HTS (AID 690) | 96,000 compounds, 0.08% hits | purified PLAP, luminescent substrate; higher % means a stronger effect | inhibition, % at 20 µM, or IC50 in µM where a hit was titrated; in the data active = a potency from the dose series; inactive = the rest, 99 in 100 with inhibition below about 30%; also: strong numbers were not always called active
IL1B NFkB pot: enhancers of NFkB p65 translocation in HUVEC – imaging, IL-1B stimulus, high-content imaging, primary screen; 94,000 compounds, 0.3% hits; HUVEC IL-1B NFkB p65 nuclear translocation imaging; AID 819, 2007; activation, % at 2 µM;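 active = activation above 40%, about the mean plus 3 SD, also judged a hit on visual image review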;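 also: percent activation is computed from the nuclear over cytoplasmic p65 intensity ratio; values of inactives mirror those of a sister screen read the other way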
MRP resist rev cytotoxicity: recorded beside MRP resist rev, whose call it bears; viability, %; H69AR cells, CellTiter-Glo, 72 h; measured here: cytotoxicity without doxorubicin
MRP resist rev with doxorubicin: also measured in MRP resist rev; calls as there; viability, %; measured here: viability with 2 uM doxorubicin; stronger effect = lower value
IL1B NFkB inh cell count 2 µM: second read-out of IL1B NFkB inh, no call of its own (marks repeat the call); cell count; measured here: cells passing quality filter;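 raw number of nuclei counted in each imaged well without normalization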
IL1B NFkB pot cell count 2 µM: recorded beside IL1B NFkB pot, whose call it bears; cell count; measured here: cells passing quality filter
* hit, by the source's call; . = not tested or not shown.

SMILES | IL1B NFkB inh | IL1B NFkB inh cell count 2 µM | Bcl-B displacement | MRP resist rev | MRP resist rev cytotoxicity | MRP resist rev with doxorubicin | PLAP inhibition | IL1B NFkB pot | IL1B NFkB pot cell count 2 µM
CCOc1ccc(C(=O)Nc2cc(-c3nc4ccccc4[nH]3)ccc2C)cc1[N+](=O)[O-] | 12 | 122 | 4% | . | . | . | -49% | -12 | 122
O=C(O)c1ccc(CN(c2ccccn2)S(=O)(=O)c2ccccc2)cc1 | . | . | 8% | 10 | 102 | 92 | 12% | . | .
COC(=O)C1C(=O)CC(C)(O)C(C(=O)OC)C1c1ccc2c(c1)OCO2 (stereo unspecified) | . | . | -6% | -15 | 103 | 118 | -24% | . | .
Cc1ccc(SCC(=O)NCCN2C(=O)CSC2=O)c(C)c1 | -29 | 136 | . | 0 | 89 | 89 | . | 29 | 136
COc1cc(C(=O)N2CCN(C(=O)CC(C)C)CC2)cc(OC)c1OC | -10 | 114 | -2% | 0 | 92 | 92 | -6% | 10 | 114
C=CCn1c(SCC(=O)Nc2cc(C)on2)nc2sc3c(c2c1=O)CCCC3 | 23 | 193 | -30% | . | . | . | 9% | -23 | 193
COc1ccc(C2C/C(=N\O)C(C)(C)O2)cc1 (stereo unspecified) | -5 | 122 | -10% | 6 | 110 | 104 | -7% | 5 | 122
COc1ccc2[nH]c(=O)c(COC(=O)c3ccco3)cc2c1 | 0 | 144 | 2% | . | . | . | -12% | 0 | 144
C=CCOC(=O)Nc1c(C(=O)OC)[nH]c2ccc(Cl)cc12 | -30 | 187 | 0% | 3 | 96 | 93 | 11% | 30 | 187
Cc1ccc(-c2cc(N)n[nH]2)cc1 | 1 | 61 | 2% | -8 | 96 | 104 | -27% | -1 | 61
CN(Cc1ccccc1)c1nc2c(c(=O)[nH]c(=O)n2C)n1Cc1ccccc1 | -4 | 119 | 1% | 2 | 103 | 101 | -12% | 4 | 119
COC(=O)CNC(=O)CCCCC(=O)NCC(=O)OC | -4 | 156 | -9% | . | . | . | -18% | 4 | 156
Cc1cc2c(cc1C)-c1nnnn1C(C)(C)C2 | 2 | 141 | -6% | 10 | 90 | 80 | 5% | -1 | 141
CN1OC(COC(=O)c2ccc(Cl)cc2Cl)CC1c1ccccc1 (stereo unspecified) | -21 | 158 | -2% | . | . | . | -6% | 21 | 158
Cc1cccc(C)c1N1CCN(c2nc(N(C)C)oc(=O)c2C#N)CC1 | -16 | 128 | 10% | . | . | . | 19% | 16 | 128
COc1ccc(C2C(C#N)=C(N)Oc3n[nH]c(C)c32)cc1CSc1ccccn1 (stereo unspecified) | -7 | 144 | -2% | -2 | 83 | 84 | -68% | 7 | 144
O=C1COc2ccc(C(=O)CSc3nnc(Cc4cccs4)n3-c3ccccc3)cc2N1 | 2 | 53 | -45% | -27 | 56 | 83 | -65% | -2 | 53
FC(F)(F)c1cc(Cl)c2nc(-c3ccccc3)cn2c1 | 2 | 158 | 2% | . | . | . | 23% | -2 | 158
CCCCNC(=O)CCn1c(=S)[nH]c2cc3c(cc2c1=O)OCO3 | 4 | 152 | 2% | . | . | . | 2% | -3 | 152
CCC1CCCCN1C1Sc2ccc(C(=O)OC)cc2NC1=O (stereo unspecified) | 4 | 86 | -8% | . | . | . | -27% | -4 | 86
COC(=O)c1[nH]c2ccccc2c1NC(=O)C(C)N1CCN(C(=O)c2ccco2)CC1 (stereo unspecified) | 8 | 198 | -2% | . | . | . | -17% | -8 | 198
Cc1noc2ncc(C(=O)c3cc(F)ccc3O)cc12 | -30 | 7 | 1% | 6 | 81 | 75 | -18% | 30 | 7
CSc1nc(Oc2ccc(=O)[nH]n2)nc(N(C)C)n1 | . | . | 6% | . | . | . | 10% | . | .
COc1ccc(S(=O)(=O)Cc2ccc(C(=O)NCc3ccco3)o2)cc1 | -4 | 63 | 11% | 18 | 98 | 80 | 6% | 4 | 63

Quoted at random: 3 entries already listed, in no set order.
SMILES | IL1B NFkB inh | IL1B NFkB inh cell count 2 µM | Bcl-B displacement | MRP resist rev | MRP resist rev cytotoxicity | MRP resist rev with doxorubicin | PLAP inhibition | IL1B NFkB pot | IL1B NFkB pot cell count 2 µM
COC(=O)CNC(=O)CCCCC(=O)NCC(=O)OC | -4 | 156 | -9% | . | . | . | -18% | 4 | 156
COc1cc(C(=O)N2CCN(C(=O)CC(C)C)CC2)cc(OC)c1OC | -10 | 114 | -2% | 0 | 92 | 92 | -6% | 10 | 114
COC(=O)C1C(=O)CC(C)(O)C(C(=O)OC)C1c1ccc2c(c1)OCO2 (stereo unspecified) | . | . | -6% | -15 | 103 | 118 | -24% | . | .

(next part)
SMILES | IL1B NFkB inh | IL1B NFkB inh cell count 2 µM | Bcl-B displacement | MRP resist rev | MRP resist rev cytotoxicity | MRP resist rev with doxorubicin | PLAP inhibition | IL1B NFkB pot | IL1B NFkB pot cell count 2 µM
O=C1c2ccccc2C(=O)N1CCCOc1ccccc1 | -11 | 121 | -6% | 1 | 99 | 98 | 22% | 11 | 121
c1coc(-c2nnc3sc(-c4cccs4)nn23)c1 | 6 | 118 | 5% | -11 | 93 | 104 | 4% | -6 | 118
CC1=NNC(=O)C1C(c1ccccc1)C(C#N)C#N (stereo unspecified) | -22 | 184 | -4% | -1 | 98 | 99 | -120% | 22 | 184
O=C1NC(=S)SC1=C1CCCCCC1 | -7 | 129 | 6% | 10 | 94 | 84 | -28% | 7 | 129
O=C(CSc1nc2ccccc2o1)Nc1ccccc1N1CCOCC1 | -3 | 114 | -32% | 12 | 102 | 91 | -64% | 3 | 114
O=C(Nc1nc2ccccc2[nH]1)C1CCCO1 (stereo unspecified) | . | . | 14% | 3 | 102 | 99 | -145% | . | .
COc1ccc(/C=N/Nc2ccc([N+](=O)[O-])cc2)cc1Cn1cc([N+](=O)[O-])cn1 | 5 | 81 | -9% | -3 | 14 | 17 | 43% | -5 | 81
Clc1ccccc1-c1nc(-c2cccnc2)no1 | 1 | 127 | -3% | -6 | 76 | 83 | 7% | -1 | 127
CSc1ncccc1C(=O)OCC(=O)N(C)C1CCS(=O)(=O)C1 (stereo unspecified) | -26 | 127 | 2% | . | . | . | 11% | 26 | 127
CCCCCC(=O)Nc1ccc(Cc2ccncc2)cc1 | -4 | 107 | . | -1 | 94 | 95 | . | 4 | 107
CC(Oc1ccccc1)C(=O)OCC(=O)NC(=O)NCc1ccco1 (stereo unspecified) | . | . | 4% | -13 | 87 | 101 | -20% | . | .
Cc1cc(C)c2nc(N3CCCC(C(=O)N4CCC(C(N)=O)CC4)C3)sc2c1 (stereo unspecified) | 4 | 203 | 6% | -3 | 83 | 86 | -59% | -4 | 203

One compound at a time, as listed above:
CC1=NNC(=O)C1C(c1ccccc1)C(C#N)C#N (stereo unspecified) across the screens: IL1B NFkB inh: -22; IL1B NFkB inh cell count 2 µM: 184; Bcl-B displacement: -4%; MRP resist rev: -1; MRP resist rev cytotoxicity: 98; MRP resist rev with doxorubicin: 99; PLAP inhibition: -120%; IL1B NFkB pot: 22; IL1B NFkB pot cell count 2 µM: 184
COc1ccc(/C=N/Nc2ccc([N+](=O)[O-])cc2)cc1Cn1cc([N+](=O)[O-])cn1 across the screens: IL1B NFkB inh: 5; IL1B NFkB inh cell count 2 µM: 81; Bcl-B displacement: -9%; MRP resist rev: -3; MRP resist rev cytotoxicity: 14; MRP resist rev with doxorubicin: 17; PLAP inhibition: 43%; IL1B NFkB pot: -5; IL1B NFkB pot cell count 2 µM: 81

Continuation.
SMILES | IL1B NFkB inh | IL1B NFkB inh cell count 2 µM | Bcl-B displacement | MRP resist rev | MRP resist rev cytotoxicity | MRP resist rev with doxorubicin | PLAP inhibition | IL1B NFkB pot | IL1B NFkB pot cell count 2 µM
CCCCCC/C(=N/O)c1ccccn1 | 7 | 181 | -1% | -19 | 25 | 44 | -23% | -7 | 181
CC1CCN(Cc2ccc(NC(=O)CC3Oc4ccccc4NC3=O)cc2)CC1 (stereo unspecified) | -2 | 164 | 5% | -44 | 47 | 91 | -38% | 2 | 164
CCCCC(CC)CNC(=O)CCS(=O)(=O)c1cccc2nsnc12 (stereo unspecified) | . | . | -8% | 18 | 93 | 75 | 11% | . | .
CN(C(=O)c1ccc(C#N)cc1)c1nnc(-c2ccccn2)s1 | -12 | 120 | . | 2 | 101 | 99 | . | 12 | 120
COc1ccc(C(=O)C2CCN(S(=O)(=O)c3ccc4c(c3)OCCO4)CC2)cc1 | -4 | 95 | 1% | 11 | 84 | 73 | 8% | 4 | 95
Nc1ccn(-c2ccccc2)c(=O)c1 | -11 | 87 | 12% | 5 | 89 | 84 | -3% | 11 | 87
CCOCC(=O)Nc1c(C(=O)OCC)oc2ccccc12 | 10 | 117 | 14% | 12 | 100 | 88 | -12% | -10 | 117
CN(C)S(=O)(=O)N1CCc2ccccc21 | -10 | 157 | -3% | -21 | 56 | 77 | -19% | 10 | 157
Brc1ccc(-c2nnc3n2C2(CCCC2)Cc2ccccc2-3)o1 | -3 | 162 | . | -17 | 72 | 89 | . | 3 | 162
Cc1ccccc1-n1nc2c(c1NC(=O)COc1ccc(Cl)cc1)CS(=O)C2 (stereo unspecified) | -9 | 134 | -9% | 5 | 92 | 86 | -58% | 9 | 134
COc1cccc(C2C3=C(CC(C)(C)CC3=O)OC(N)=C2[N+](=O)[O-])c1 (stereo unspecified) | 9 | 180 | -12% | . | . | . | 7% | -9 | 180
O=C(Nc1ccc(CN2CCOCC2)cc1)c1cc2ccccc2o1 | -1 | 185 | -3% | 18 | 92 | 74 | -60% | 1 | 185
O=C(Nc1ccccc1)c1cccc(S(=O)(=O)N2CCCCC2)c1 | -14 | 169 | 2% | 0 | 75 | 75 | -5% | 14 | 169
COc1cc(CNCCCN2CCOCC2)cc(Br)c1OCC(=O)N1CCCCC1 | -1 | 176 | -1% | . | . | . | -20% | 16 | 111
CCC(C)(C)C(=O)Nc1ncc(S(=O)(=O)c2ccc([N+](=O)[O-])cc2)s1 | 1 | 138 | 1% | -14 | 53 | 66 | -14% | -1 | 138
O=C(NCC1CCCO1)c1onc(CSc2ccc(F)c(F)c2)c1C(=O)O (stereo unspecified) | 1 | 141 | 1% | . | . | . | 1% | -1 | 141
Cc1cc2ncn(-c3ncnc4sc(C)c(C)c34)c2cc1C | 10 | 142 | 2% | 12 | 86 | 74 | -78% | -10 | 142
Cc1ccc(CSc2nnc(-c3ccco3)n2N)cc1 | 4 | 75 | -14% | 3 | 95 | 92 | 7% | -2 | 75
COC(=O)c1ccc(OC)c(CSc2nnc(-c3ccc(C(C)(C)C)cc3)o2)c1 | -4 | 195 | 2% | 0 | 85 | 85 | 11% | 4 | 195
CC(C)(C)OC(=O)N1CCC(c2c(C(=O)O)cnn2-c2ccccc2)CC1 | 2 | 153 | 0% | 7 | 96 | 89 | -23% | -1 | 153
O=C(NCCCN1CCOCC1)c1ccc(CNS(=O)(=O)c2ccc(F)cc2)cc1 | 13 | 106 | 2% | 2 | 92 | 90 | -14% | -13 | 106
Cc1ccc(C(=O)c2oc3nc(C)cc(C)c3c2N)cc1 | -1 | 164 | 5% | -25 | 57 | 83 | 3% | 1 | 164

The list is partial; the hit share may differ from the screen's.
